Screens (PubChem)
mIAP inh – mouse IAP inhibition; inhibition, % at 10 µM; 330,000 compounds, 0.2% hits; purified mouse IAP, CDP-Star luminescence, 30 min; AID 2806;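 active means inhibition of at least 40% at 10 µM in the primary screen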;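 further: plate controls were DMSO with enzyme for no effect and no enzyme wells for full effect; values of inactives mirror those of a sister screen read the other way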
beta cell repl – MIN6 beta-cell proliferation induction. MIN6 cells proliferation, ATPlite luminescence, 48 h; cells starved in 0.2% serum; 100% = growth in 10% serum. 330,000 compounds, 0.29% hits. proliferation, % at 10 µM;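 active means compounds whose signal lies at least 3.5 SD above the mean of all wells on their plate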;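 further: 0% = DMSO-treated cells in low-serum medium and 100% = 10% serum control; some compounds called inactive have numbers as strong as hits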
APOBEC3A inh – human APOBEC3A DNA deaminase inhibition | AID 493011 | recombinant A3A, FAM/TAMRA ssDNA deamination fluorescence | inhibition, % at 20 µM | 330,000 compounds, 0.41% hits;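 active means at least 40% inhibition at 20 µM here, with at most 30% in a related deaminase screen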;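 further: plate controls were A3A with DMSO for no effect and wells lacking A3A enzyme for full effect; some results filed as inactive read as strong as hits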
hIAP inh – blocks human intestinal alkaline phosphatase | P09923 | purified IAP, CDP-Star luminescence, 30 min | inhibition, % at 10 µM | 330,000 compounds, 0.12% hits;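 active means inhibition reaching a set limit with compound at 10 µM in the primary screen, cut at about 35% in these data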;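 further: plate controls were DMSO wells with enzyme for no effect and no-enzyme buffer wells for full effect; values of inactives mirror those of a sister screen read the other way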
Target sequence (P09923 whole entry, looked up): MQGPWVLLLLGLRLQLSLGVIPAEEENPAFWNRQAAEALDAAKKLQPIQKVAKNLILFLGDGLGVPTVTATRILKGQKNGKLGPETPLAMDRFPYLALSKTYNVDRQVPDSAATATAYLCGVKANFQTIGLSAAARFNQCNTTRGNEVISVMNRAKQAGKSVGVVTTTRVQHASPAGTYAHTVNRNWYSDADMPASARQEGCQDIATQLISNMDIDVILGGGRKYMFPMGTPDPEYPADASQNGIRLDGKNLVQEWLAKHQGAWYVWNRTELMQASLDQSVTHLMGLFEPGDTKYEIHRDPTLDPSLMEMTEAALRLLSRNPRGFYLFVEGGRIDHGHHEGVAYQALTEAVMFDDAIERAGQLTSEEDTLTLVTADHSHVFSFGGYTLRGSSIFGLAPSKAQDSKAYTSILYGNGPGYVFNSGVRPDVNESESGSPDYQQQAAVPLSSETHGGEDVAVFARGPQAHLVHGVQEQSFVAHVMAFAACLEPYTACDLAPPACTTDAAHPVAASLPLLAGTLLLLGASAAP
MPTP block – permeability transition pore inhibition; inhibition, % at 10 µM; isolated mouse mitochondria, Ca2+ swelling absorbance, 30 min; AID 602449; 360,000 compounds, 1.4% hits;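 active means inhibition of 50% or more, scaled per plate between neutral and stimulator controls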;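 further: 0% = DMSO wells given calcium and 100% = 1 mM EGTA wells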
A3G deaminase – blocks human APOBEC3G single-stranded DNA deamination. recombinant A3G, ssDNA deamination FAM/TAMRA fluorescence. Q9HC16. inhibition, % at 20 µM. AID 493012. 330,000 compounds, 0.28% hits;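 active means inhibition of at least 40% at 20 µM, with no more than 30% in the related APOBEC3A deaminase screen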;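 further: plate controls were DMSO wells with A3G for no effect and wells lacking A3G enzyme for full effect; some compounds called inactive have numbers as strong as hits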
Target sequence (Q9HC16 whole entry, looked up): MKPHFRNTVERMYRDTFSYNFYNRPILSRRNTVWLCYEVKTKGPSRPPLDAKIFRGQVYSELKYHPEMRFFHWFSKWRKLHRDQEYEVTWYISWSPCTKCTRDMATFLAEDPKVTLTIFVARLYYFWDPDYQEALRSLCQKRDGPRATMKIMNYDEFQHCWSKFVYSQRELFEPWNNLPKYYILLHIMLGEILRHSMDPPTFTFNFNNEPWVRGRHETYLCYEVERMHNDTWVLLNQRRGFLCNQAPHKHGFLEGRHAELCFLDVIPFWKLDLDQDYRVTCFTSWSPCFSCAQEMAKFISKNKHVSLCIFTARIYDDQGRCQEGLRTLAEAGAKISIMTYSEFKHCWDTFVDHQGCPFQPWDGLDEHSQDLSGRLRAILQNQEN
hIAP activ – increases human intestinal alkaline phosphatase activity. P09923. purified human IAP, CDP-Star luminescence, 30 min; active compounds read high; 1 = vehicle-only enzyme, 0 = enzyme-free background. activation factor at 10 µM. 330,000 compounds, 0.16% hits. AID 2524;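 active means activation factor of the enzyme at least 2-fold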; further: the source names both 10 and 20 µM as test concentration; values of inactives mirror those of a sister screen read the other way
ATG4B inhibitor – ATG4B (human) cysteine protease inhibition | ATG4B cleavage of LC3-PLA2, NBD-HPC fluorescence, 1 h | inhibition, % at 8.33 µM | 340,000 compounds, 0.51% hits | AID 504462; in the data active means inhibition above about 40%
mIAP act – increases mouse intestinal alkaline phosphatase activity. AID 2805. activation factor at 10 µM. 330,000 compounds, 0.24% hits. muIAP, CDP-Star luminescence, 30 min; active compounds read high; 1 = vehicle-only enzyme signal, 0 = enzyme-free wells;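 active means activation factor of at least 2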; further: the source names both 10 and 20 µM as test concentration; values of inactives mirror those of a sister screen read the other way
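System: Mouse IAP enzyme | Also added: CDP-Star substrate | Dosing: Compounds dispensed in DMSO | Schedule: 30 min enzyme-substrate-compound incubation at room temperature | Technique: Chemiluminescence readout | Control set: DMSO-only wells and no-enzyme negative control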
Starred values were filed as active, the others as inactive; . = not tested or not shown. An unsorted share of the library. About 3.3% of those tested had a hit in this group.

smiles,mIAP inh,beta cell repl,APOBEC3A inh,hIAP inh,MPTP block,A3G deaminase,hIAP activ,ATG4B inhibitor,mIAP act
COc1ccc(N(C(=O)c2ccc(Br)o2)C2C=CS(=O)(=O)C2)c(OC)c1 (stereo not drawn),-4,1,-7,-6,0.3,3,1.1,1,1
COc1ccc(NC(=O)c2cc([N+](=O)[O-])nn2Cc2ccccc2)c(C)c1,11,1,-7,10,-4.7,-9,0.9,-17,0.89
COc1cccc(C(=O)OCC(=O)Nc2nnc(-c3ccccc3)o2)c1,3,0,-1,-3,0.7,0,1,2,0.97
CCCCc1ccc(NC(=O)CSc2nc(=O)n3cc(C)ccc3n2)cc1,8,-4,3,-10,0.2,-3,1.1,2,0.93
O=C1NC(=Nc2ccccc2)S/C1=C\c1cccnc1,0,-2,-3,-26,3.7,-6,1.3,-10,1
C[C@@H]1CN([C@@H](C)CO)C(=O)c2cccc(NC(=O)Nc3ccc4c(c3)OCO4)c2O[C@H]1CN(C)S(=O)(=O)c1cn(C)cn1,-7,-1,-3,-12,0.9,-7,1.1,-8,1.1
CC(C)(C)c1n[nH]c2c1CCCC2,3,6,4,-23,-4.3,3,1.2,-11,0.97
Cc1cc(C)n2cc(CSc3ccc(Cl)cc3)nc2n1,0,-6,-1,-8,3.5,-6,1.1,-10,1
CCCn1nc(C(=O)NC2CCCCCC2)c2ccccc2c1=O,-2,8,-3,8,-0.8,-8,0.92,9,1
CNc1nnc(SCC(=O)N2c3ccccc3NC(=O)CC2C)s1 (stereo not drawn),15,2,-1,11,-0.7,-7,0.89,-35,0.85
CCn1c(=O)c2c(nc(SCC(=O)N3CCC(C)CC3)n2C)n(C)c1=O,0,-1,-4,11,-2.1,-9,0.89,0,1
COCCSc1ccccc1C(=O)N1CCCC1,6,-2,-1,10,-1.1,-3,0.9,2,0.94
C=CCN1C(=O)CS/C1=N\S(=O)(=O)c1ccc(Cl)cc1,12,0,-6,2,1.2,-6,0.98,2,0.88
CN(Cc1nc2ccccc2c(=O)[nH]1)Cc1cc(=O)oc2ccc3ccccc3c12,6,2,-2,2,-0.3,-7,0.98,-18,0.94
CCCCn1nnnc1SCC(=O)Nc1ccc2c(c1)OCCO2,-1,3,-2,-12,-1.1,-2,1.1,-6,1
c1ccc(CNCCN2CCNCC2)nc1,-3,-2,2,-15,-0.2,0,1.2,-5,1
CCN(C(=O)c1ccccc1Cl)c1ccccc1,-12,-2,-9,-13,-1.8,-3,1.1,10,1.1
O=C(NC1CCN(C(=S)NCc2ccco2)CC1)C1CCCCC1,11,-1,2,5,-0.9,-1,0.95,3,0.89
Cc1ccc2c(C)c(C(=O)NCCc3ccco3)oc2c1C,10,-3,-1,-23,-0.6,-5,1.2,-6,0.9
NS(=O)(=O)c1ccc(NC(=S)N2CCCC2)cc1,-5,-1,-4,-11,-0.2,-7,1.1,-1,1.1
CC1(C)CC(=O)C2=C(C1)Nc1cc3c(cc1C2c1ccc(F)cc1)OCO3 (stereo not drawn),-11,-3,-3,5,-0.9,-2,0.95,-4,1.1
CN(C)C1=NCCN1CCc1cccc(F)c1,-6,-2,4,-14,-1.2,-5,1.1,-5,1.1
Cc1ccc(CNC(=O)CCC2CCCN(C(=O)CCC(F)(F)F)C2)o1 (stereo not drawn),3,0,1,-8,1.6,-6,1.1,8,0.97
O=C(COC(=O)/C=C/c1ccco1)NCc1ccccc1,5,2,10,2,3.5,-8,0.98,3,0.95
Cc1ccc(C)c(S(=O)(=O)N2CCCOC2CNC(=O)C(=O)NCc2cccnc2)c1 (stereo not drawn),-2,-1,-1,18,0.2,-3,0.81,-6,1
O=C(CN(C(=O)Cn1nnc(-c2ccc(F)cc2)n1)c1ccc(F)cc1)NC1CCCC1,-7,-3,-5,-7,-1.0,1,1.1,-7,1.1
Cc1ccc(S(=O)(=O)NC(=O)NCc2ccccc2)cc1,1,-1,-2,21,0.2,-4,0.79,-2,0.99
COc1ccc(-n2c(O)c(/C=N/n3cnnc3)c3ccccc3c2=O)cc1,-7,-2,-8,-9,-2.0,-4,1.1,-2,1.1
CN(C(=O)c1ccc2ccccc2c1)c1ccccn1,9,0,1,-10,-1.9,-2,1.1,0,0.91
CC(=O)Nc1ccc(SC[C@H](c2ccccc2)N2CCN(CCc3ccccc3)CCC2=O)cc1,-28,-6,2,0,.,2,0.99,.,1.3

(listing goes on)
smiles,mIAP inh,beta cell repl,APOBEC3A inh,hIAP inh,MPTP block,A3G deaminase,hIAP activ,ATG4B inhibitor,mIAP act
O=C(Nc1ccccc1O)c1cc(S(=O)(=O)N2CCOCC2)ccc1Cl,3,0,-3,-24,-0.6,-8,1.2,-3,0.97
O=C(NCN1CCN(c2ccccc2F)CC1)c1cccnc1,13,0,-2,24,-2.3,-7,0.76,-6,0.87
CCN(CC)CC(=O)Nc1sc2c(c1C(=O)c1ccccc1C)CCC2,16,-6,4,3,-0.6,1,0.97,3,0.84
CCN1CCN(Cc2ccc(NC(=O)c3ccc(C)c(NC(=O)c4nccn4C)c3)cc2C(F)(F)F)CC1,5,-6,-2,-5,-1.1,-12,1.1,-3,0.95
O=C(NC1=NCCS1)c1cc(-c2ccccc2)nn1-c1ccccc1,-3,-1,1,-32,0.5,-8,1.3,1,1
Cc1cccc(CN2CCN(Cc3ccco3)CC2)c1,-6,-4,-9,-7,-0.2,-4,1.1,-1,1.1
CC1CCN(C(=O)COC(=O)CSc2ccc(C(N)=O)cc2[N+](=O)[O-])CC1,-4,0,3,3,-0.3,3,0.97,4,1
Cc1ccc(CN2C(=O)CCC2C(=O)NC2CC2)cc1 (stereo not drawn),-4,-3,1,1,-7.3,1,0.99,-4,1
Cc1ccc(/C(N)=N/OC(=O)CN(C)S(=O)(=O)c2ccc(C)cc2)cc1,-4,0,4,5,-0.2,5,0.95,7,1
CCOc1ccc(Cn2cc(F)c(=O)[nH]c2=O)cc1,2,1,2,-10,1.8,0,1.1,-4,0.98
CCOC(=O)c1c(C)[nH]c(C(=O)COC(=O)C2CC(=O)N(Cc3ccccc3)C2)c1C (stereo not drawn),-6,-1,-1,4,0.9,0,0.96,-5,1.1
Cc1ccc(C(=O)Nc2ccc(Nc3ccccc3)cc2)cc1C,-3,-5,-1,10,6.1,-3,0.9,11,1
Cc1ccc(C(=O)OCc2cc3ccccc3[nH]c2=O)cc1,-5,-2,-3,-11,-1.1,1,1.1,-4,1.1
O=C1Nc2ccccc2C1=Nc1ccc(S(=O)(=O)Nc2nccs2)cc1,8,2,0,17,1.9,-6,0.83,0,0.92
O=C(NNc1ncccc1-n1cccc1)c1ccc(Cl)cc1,10,-3,-4,-37,2.2,-8,1.4,2,0.9
COc1ccccc1-c1nnc(SCc2nc3ccccc3s2)n1C,0,-3,2,12,-0.4,-3,0.88,3,1
O=C(CC1C(=O)NCCN1Cc1ccoc1)NCc1cccc(OC(F)(F)F)c1 (stereo not drawn),0,-1,-1,6,2.1,-8,0.94,-5,1
CCN(CC)c1ccc(/C=N/NC(=O)c2c(-c3ccccc3)noc2C)cc1,-4,2,-3,-4,0.4,-6,1,-12,1
C/C(N=Nc1nc2ccccc2s1)=N\Nc1ccccc1O,17,-6,3,-9,91*,-4,1.1,2,0.83
CC(=O)C1=C(O)C(=O)N(c2ccc(Br)cc2)C1c1ccc([N+](=O)[O-])cc1 (stereo not drawn),0,1,-3,2,1.9,3,0.98,-6,1
Oc1ccc(Br)cc1-c1n[nH]c(=S)n1Cc1ccccc1,15,-1,-5,-29,1.2,-2,1.3,-1,0.85
N#Cc1c(N)nc(SC2CCCCC2=O)c(C#N)c1-c1ccco1 (stereo not drawn),20,-2,0,13,-0.4,-8,0.87,-18,0.8
COC(=O)c1cc(S(=O)(=O)NC2CCN(Cc3ccccc3)CC2)cn1C,-5,2,0,-18,1.0,-3,1.2,-5,1
O=C(Nc1ccccn1)c1ccc2c(c1)OCCO2,-1,-4,0,-4,0.8,11,1,11,1
CCN(Cc1ccccc1)C(=O)c1ccc(CNS(=O)(=O)c2ccc(C)cc2)cc1,-8,0,2,-2,-8.1,-2,1,-15,1.1
CCc1nnc(NC(=O)c2n[nH]c(=O)c3ccccc23)s1,3,-2,-3,-56,0.4,-8,1.6,4,0.97
Cc1cccc(C(=O)N/N=C/c2ccncc2)c1,-5,-1,-1,-3,-1.0,-6,1,5,1.1
O=C(Nc1nnc(-c2ccc(F)cc2)o1)c1cccc([N+](=O)[O-])c1,-2,-6,3,-22,-4.0,1,1.2,5,1
FC(F)(F)c1ccc(CN2CCCCCC2)cc1,4,1,0,-11,-1.6,-6,1.1,2,0.96
CCOC(=O)Cc1csc(NC(=O)COc2ccc(N(C)S(=O)(=O)c3ccc(C)cc3)cc2)n1,4,-3,-3,-7,0.7,-3,1.1,-5,0.96

Additional compounds follow:
smiles,mIAP inh,beta cell repl,APOBEC3A inh,hIAP inh,MPTP block,A3G deaminase,hIAP activ,ATG4B inhibitor,mIAP act
O=C(CSc1ncccn1)NC(=O)c1ccccc1,-1,5,5,4,-1.7,-12,0.96,-2,1
Cc1cccc(Cn2c(N3CCN(C)CC3)nc3c2c(=O)n(C)c(=O)n3C)c1,4,-2,1,11,-2.0,-2,0.89,-5,0.96
CCOC(=O)N1CCN(C(=O)/C(=C\c2cccs2)NC(=O)c2cccs2)CC1,4,-1,0,9,0.4,-5,0.91,-10,0.96
CCN(Cc1ccccc1)C(=O)c1oc2ccc(C)cc2c1C,-3,-2,1,-1,1.1,-9,1,-3,1
Cc1nnc(SCC(=O)N2CCN(S(=O)(=O)c3ccccc3)CC2)s1,-8,-1,6,-11,-2.2,-16,1.1,-1,1.1
CC(C)(C)c1ccc(-c2n[nH]c(=S)n2-c2ccccc2)cc1,-5,0,-2,-12,0.7,2,1.1,-4,1
CC1CCN(c2nc3nonc3nc2N2CCC(C)CC2)CC1,8,6,-3,24,-0.1,-9,0.76,-3,0.92
O=C1NC[C@@H](Cc2cccc3ccccc23)N(CC2(c3ccccc3)CC2)C1=O,9,-7,-1,8,-1.1,-9,0.92,-4,0.91
COCc1cc(C)nc(SCC[N+](C)(C)CC(=O)Nc2ccccc2)c1C#N,-12,0,3,-13,0.8,-1,1.1,5,1.1
CCOC(=O)N1CCC(N(CCN(C)C)C(=S)Nc2ccccc2Cl)CC1,4,-4,4,7,0.9,6,0.93,-1,0.96
Cc1ccc(-c2cn3cccnc3n2)cc1NC(=O)c1cccs1,3,4,-3,-10,-0.8,-5,1.1,5,0.97
CCOC(=O)c1ccoc1CN1CCN(S(=O)(=O)c2ccc(C)c(C)c2)CC1,10,-1,0,-4,0.2,-5,1,-8,0.9
CN(CCN1CCOCC1)Cc1nc(-c2ccccc2)no1,-9,-1,-2,4,0.2,-5,0.96,-9,1.1
Cc1cc(=O)c(C(=O)OC(C)C(=O)NC(N)=O)nn1-c1ccc(Cl)cc1 (stereo not drawn),-4,0,1,15,-1.4,-6,0.85,-3,1
CC(C)c1ccc(C2=C(O)c3ccccc3C(=O)C2=O)cc1,0,0,2,10,4.5,-4,0.9,11,1
CCc1ccc(CN2CCC(C(=O)Nc3ccc(-n4nc(C)cc4C)cc3)CC2)o1,-23,-4,-6,-37,-0.9,-6,1.4,11,1.2
